Bioassay records (PubChem)
mIAP inh – blocks mouse intestinal alkaline phosphatase; purified mouse IAP, CDP-Star luminescence, 30 min; 330,000 compounds, 0.2% hits; AID 2806; inhibition, % at 10 µM;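 active = inhibition of at least 40% at 10 µM in the primary screen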;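 also: plate controls were DMSO with enzyme for no effect and no enzyme wells for full effect; values of inactives mirror those of a sister screen read the other way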
APOBEC3A inh – human APOBEC3A DNA deaminase inhibition. P31941. recombinant A3A, FAM/TAMRA ssDNA deamination fluorescence. inhibition, % at 20 µM. 330,000 compounds, 0.41% hits;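 active = at least 40% inhibition at 20 µM here, with at most 30% in a related deaminase screen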;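 also: plate controls were A3A with DMSO for no effect and wells lacking A3A enzyme for full effect; some results filed as inactive read as strong as hits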
ATG4B inhibitor – inhibitors of human ATG4B cysteine protease; ATG4B cleavage of LC3-PLA2, NBD-HPC fluorescence, 1 h; inhibition, % at 8.33 µM; 340,000 compounds, 0.51% hits; AID 504462; in the data active = inhibition above about 40%
Target sequence (Q9Y4P1 whole entry, looked up): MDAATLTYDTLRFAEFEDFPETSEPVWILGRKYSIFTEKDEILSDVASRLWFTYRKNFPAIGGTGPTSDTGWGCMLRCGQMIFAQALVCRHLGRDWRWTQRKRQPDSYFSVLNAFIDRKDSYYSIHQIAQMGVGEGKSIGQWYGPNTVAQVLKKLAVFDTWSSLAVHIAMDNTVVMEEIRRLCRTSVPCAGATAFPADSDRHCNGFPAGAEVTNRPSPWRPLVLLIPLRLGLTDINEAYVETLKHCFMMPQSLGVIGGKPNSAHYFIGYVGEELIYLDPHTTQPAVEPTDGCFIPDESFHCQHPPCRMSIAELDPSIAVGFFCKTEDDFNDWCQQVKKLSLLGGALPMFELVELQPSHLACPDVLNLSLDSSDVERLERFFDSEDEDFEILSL
mIAP activ – increases mouse intestinal alkaline phosphatase activity; 330,000 compounds, 0.24% hits; muIAP, CDP-Star luminescence, 30 min; stronger effect = higher value; 1 = vehicle-only enzyme signal, 0 = enzyme-free wells; activation factor at 10 µM;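 active = activation factor of at least 2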; also: the source names both 10 and 20 µM as test concentration; values of inactives mirror those of a sister screen read the other way
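Assay system: mouse IAP enzyme; Reagent: CDP-Star chemiluminescent phosphatase substrate; Compound: DMSO-dissolved test compounds; Incubation: 30 min, room temperature; Technique: luminescence from enzymatic CDP-Star hydrolysis; Controls: DMSO-only wells and no-enzyme negative control.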
hIAP activ – human IAP activation; 330,000 compounds, 0.16% hits; P09923; activation factor at 10 µM; purified human IAP, CDP-Star luminescence, 30 min; stronger effect = higher value; 1 = vehicle-only enzyme, 0 = enzyme-free background; AID 2524;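 active = activation factor of the enzyme at least 2-fold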; also: the source names both 10 and 20 µM as test concentration; values of inactives mirror those of a sister screen read the other way
Target sequence (P09923 whole entry, looked up): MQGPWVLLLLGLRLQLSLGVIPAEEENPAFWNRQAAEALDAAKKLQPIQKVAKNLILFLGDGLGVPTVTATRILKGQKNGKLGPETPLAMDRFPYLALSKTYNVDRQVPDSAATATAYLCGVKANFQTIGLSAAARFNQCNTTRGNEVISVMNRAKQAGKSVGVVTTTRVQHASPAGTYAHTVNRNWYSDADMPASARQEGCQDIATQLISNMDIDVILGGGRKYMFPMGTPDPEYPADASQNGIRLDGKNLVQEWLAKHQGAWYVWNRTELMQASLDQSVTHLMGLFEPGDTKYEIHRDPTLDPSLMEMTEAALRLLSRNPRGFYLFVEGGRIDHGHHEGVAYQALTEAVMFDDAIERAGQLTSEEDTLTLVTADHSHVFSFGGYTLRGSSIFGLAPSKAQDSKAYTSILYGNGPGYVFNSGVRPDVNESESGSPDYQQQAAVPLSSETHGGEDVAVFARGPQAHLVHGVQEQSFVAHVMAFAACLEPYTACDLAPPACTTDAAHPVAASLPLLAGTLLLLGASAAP
hIAP inh – blocks human intestinal alkaline phosphatase | P09923 | purified IAP, CDP-Star luminescence, 30 min | inhibition, % at 10 µM | 330,000 compounds, 0.12% hits;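 active = inhibition reaching a set limit with compound at 10 µM in the primary screen, cut at about 35% in these data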;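 also: plate controls were DMSO wells with enzyme for no effect and no-enzyme buffer wells for full effect; values of inactives mirror those of a sister screen read the other way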
HKDC1 inhibitor – inhibitors of human hexokinase HKDC1; 340,000 compounds, 0.16% hits; AID 493160; inhibition, % at 20 µM; recombinant HKDC1, G6PDH/diaphorase resazurin coupled fluorescence;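 active = inhibition above about 35% when tested at 20 µM, limit read from the data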;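 also: plate controls were DMSO wells with enzyme for no effect and DMSO wells lacking enzyme for full effect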
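Test system: HK5 enzyme. Quantity: 5 µg/mL HK5 final. Reagent: glucose and ATP substrates. Schedule: 90 min reaction incubation at room temperature, dark. Technique: resazurin-to-resorufin fluorescence via G6PDH and diaphorase coupling, 525/613 nm. Control set: DMSO wells with and without enzyme mix.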
PfG6PD inh – PfG6PD (Plasmodium falciparum) enzyme inhibition. 350,000 compounds, 0.78% hits. inhibition, % at 20 µM. PfGluPho enzyme, NADPH resazurin-diaphorase fluorescence;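 active = inhibition reaching at least a set limit at 20 µM in the primary screen, cut at about 59% in these data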;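 also: 0% = DMSO wells with substrate and 100% = DMSO wells lacking glucose-6-phosphate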
* hit, by the source's call; x = no result given.

Results follow in this order: APOBEC3A inh, mIAP inh, HKDC1 inhibitor, PfG6PD inh, hIAP activ, mIAP activ, ATG4B inhibitor, hIAP inh
> COc1ccc(C)cc1NS(=O)(=O)c1ccc2c(c1)NC(=O)C(C)S2 (stereo not given)
 : 1.6, -4.8, -0.8, 4.8, 0.891, 1.05, -7.8, 10.9
> CNC(=O)Nc1ccc2nc(C)sc2c1
 : 5.2, 4.4, -5.7, -12.5, 0.992, 0.956, 0.9, 0.8
> COc1ccc(CN2CN(S(=O)(=O)c3cccs3)c3nc4ccccc4nc32)cc1
 : 0.5, 1.1, -0.1, 6.8, 0.927, 0.989, 6.3, 7.3
> C=CCOc1nc(-c2ccccc2Cl)nc2ccccc12
 : 8.3, 4.6, -0.3, -9.3, 1.18, 0.954, 1.5, -18.2
> CCN(CC)CC(=O)N1c2ccccc2Sc2ccc(Cl)cc21
 : -4.2, -4.5, 1.1, 4.2, 1.18, 1.04, -9.2, -17.9
> CC(C)(C)OC(=O)NCCc1nnc(SCc2c(Cl)cccc2Cl)o1
 : -2.8, 0.2, 2.1, -6.2, 0.859, 0.998, 12.8, 14.1
> CC1=CS/C(=C(/C#N)C(=O)N2CCCCC2)N1c1ccccc1
 : -21.2, 2.5, 5.4, 5.4, 1.08, 0.975, -4.3, -8.3
> CN(Cc1ccccc1)S(=O)(=O)c1ccccc1Br
 : -2.7, 2.1, -3.3, 21.9, x, 0.979, 4.1, x
> O=C(C1=C(O)/C(=C/c2ccc(O)cc2)CCC1)C(F)(F)F
 : -5.2, 4.8, -12.6, -15.4, 1.01, 0.952, -4.1, -1.0
> COc1ccc(C(=O)Nc2cc(C)on2)c(OC)c1
 : -5.5, -0.3, -6.2, -8.7, 0.804, 1, 0.1, 19.6
> Cc1ccc(O)c(C(=O)c2cnn(C(=O)c3cccc(S(=O)(=O)N(C)C)c3)c2)c1
 : 0.9, 7.7, 2.0, -13.9, 1.19, 0.923, 3.1, -18.6
> COc1ccc(-c2nc(-c3cccs3)no2)cc1
 : 0.1, 5.6, 4.0, 10.6, 1.01, 0.944, 5.7, -0.7
> CN(CC(=O)Nc1cccc(S(=O)(=O)N2CCCC2)c1)Cc1ccccc1
 : -1.6, 0.1, -0.4, 0.2, 1.08, 0.999, -8.0, -8.1
> Clc1nc(Nc2ccc(N3CCOCC3)cc2)c2ccccc2n1
 : -1.1, 1.8, -1.6, 14.8, 1.01, 0.982, -7.7, -1.4
> CCOc1ccc(C(C(=O)NC2CCCCC2)N(C(=O)c2ccccn2)c2cccnc2)cc1 (stereo not given)
 : -3.0, -5.5, -3.2, -1.8, 0.964, 1.05, -2.4, 3.6
> COc1cc(C(=O)OC(C)CN2CCCC2)cc(OC)c1OC (stereo not given)
 : 0.9, 8.1, 0.4, -1.8, 0.892, 0.919, -1.9, 10.8
> CCOc1ccccc1C(=O)NCC(=O)NNC(=O)CN(C)S(=O)(=O)c1ccc(Cl)cc1
 : 4.4, 1.1, -1.5, -8.9, 1.44, 0.989, 4.5, -44.4
> CSc1ccccc1NC(=O)c1cc(C2CC2)on1
 : 2.0, -6.3, 2.5, 36.5, 0.928, 1.06, 5.9, 7.2
> Cn1nc(C(C)(C)C)cc1NC(=O)Nc1ccc(Cl)cc1
 : 4.1, -21.3, -4.5, 5.9, 1.2, 1.21, -3.5, -20.3
> O=C(CCC(=O)N1CCN(c2ccc(F)cc2)CC1)c1ccc(Cl)cc1
 : -5.0, 7.5, 2.5, 4.2, 1.18, 0.925, 0.8, -17.8
> CNC(=O)c1c(C)noc1C
 : -3.3, -10.3, -10.1, 11.9, 1.22, 1.1, 2.6, -21.7
> COC(=O)c1cccc(NC(=O)c2ccc(S(=O)(=O)N3CCN(C)CC3)cc2)c1
 : -2.8, -7.6, -3.0, -13.8, 1.03, 1.08, 4.5, -2.9
> Oc1ccc(C2C[C@H]3CC[C@@H]2C3)cc1O (stereo not given in full)
 : -4.4, 2.4, 5.0, 79.4*, 0.77, 0.976, 0.2, 23.0
> Cc1ccc(N(CC(O)Cn2c3ccccc3c3ccccc32)S(C)(=O)=O)cc1 (stereo not given)
 : -2.7, -10.0, -0.1, 23.1, 1.12, 1.1, -35.4, -12.3
> CCOC(=O)C(NC(=O)c1cccnc1)(Nc1cccc(C)n1)C(F)(F)F (stereo not given)
 : 3.7, -6.9, 0.1, -1.5, 0.988, 1.07, -1.7, 1.2
> COc1c(Br)cc(Br)cc1/C=N/n1c(C)nnc1C
 : -2.1, -5.9, -2.2, 0.0, 0.927, 1.06, -13.3, 7.3
> COC(=O)Nc1nnc(-c2ccco2)s1
 : 6.8, 16.2, 1.1, 4.1, 0.928, 0.838, -1.4, 7.2
> O=C(Nc1ncccn1)c1cccc(F)c1
 : -0.3, 5.2, -3.5, -26.3, 1.21, 0.948, -5.0, -20.8
> CCOc1cc(S(=O)(=O)N2CCC(C(N)=O)CC2)ccc1F
 : -2.4, 2.3, -11.3, -1.7, 1.19, 0.977, -2.3, -18.9
> O=C(OCCCCN1C(=O)c2ccccc2C1=O)c1n[nH]c2ccccc12
 : 1.6, 8.9, 2.9, -10.0, 1.35, 0.911, 18.6, -35.5
> CCOC(=O)CN1CC23C=CC(O2)C(C(=O)NCc2ccc(C)cc2)C3C1=O (stereo not given)
 : -1.5, 2.6, 0.3, -6.0, 0.928, 0.974, -2.4, 7.2
> CNC(=O)NC1CCCCc2sccc21 (stereo not given)
 : 1.2, -2.2, -8.6, 6.9, 0.802, 1.02, 2.9, 19.8
> Cc1ccc(C)c(N2CCN(C(=O)c3ccc(Cn4c(=O)[nH]c5ccccc5c4=O)cc3)CC2)c1
 : 3.0, 8.9, 4.3, 19.7, 0.856, 0.911, -20.6, 14.4
> Oc1ccc(Br)cc1C=Nc1ccc2c3c(cccc13)CC2
 : -2.1, 8.4, 7.2, 29.9, 1.08, 0.916, 6.6, -8.2
> O=C(Cc1ccc(Cl)cc1)NNC(=O)Nc1cccc2ccccc12
 : -3.2, -3.6, 3.5, -8.1, 0.86, 1.04, -2.1, 14.0
> O=C(c1cccc2ccccc12)C1CCCN(C(=O)C2CCOCC2)C1 (stereo not given)
 : 0.9, -5.0, -6.6, -17.6, 0.852, 1.05, -0.9, 14.8
> Cn1c(=O)oc2cc(S(=O)(=O)N3CCN(C(=O)c4ccco4)CC3)ccc21
 : -2.8, -4.2, -3.4, -20.5, 1.61, 1.04, 6.9, -61.0
> CSc1nsc(SCC(=O)Nc2ccc(C(C)=O)cc2)n1
 : -1.5, 17.9, 4.5, -8.4, 0.662, 0.821, -2.7, 33.8
> Cc1cccc(C)c1NC1=C(Cl)C(=O)OC1OC(=O)c1ccccc1 (stereo not given)
 : 23.7, -1.8, -3.1, 1.5, 1.03, 1.02, -0.8, -3.5
> CCCOc1ccc(C(=O)O)cc1
 : -2.9, 3.4, 2.6, -2.2, 1.05, 0.966, -2.3, -5.5

Of the compounds above, these contain a CF3 group:
Results follow in this order: APOBEC3A inh, mIAP inh, HKDC1 inhibitor, PfG6PD inh, hIAP activ, mIAP activ, ATG4B inhibitor, hIAP inh
> O=C(C1=C(O)/C(=C/c2ccc(O)cc2)CCC1)C(F)(F)F
 : -5.2, 4.8, -12.6, -15.4, 1.01, 0.952, -4.1, -1.0
> CCOC(=O)C(NC(=O)c1cccnc1)(Nc1cccc(C)n1)C(F)(F)F (stereo not given)
 : 3.7, -6.9, 0.1, -1.5, 0.988, 1.07, -1.7, 1.2

(cont.)
Results follow in this order: APOBEC3A inh, mIAP inh, HKDC1 inhibitor, PfG6PD inh, hIAP activ, mIAP activ, ATG4B inhibitor, hIAP inh
> CCOC(=O)c1ccc(NC(=O)CS(=O)(=O)c2cn(CC)c3ccccc23)cc1
 : -0.7, 1.4, 8.7, -2.8, 0.939, 0.986, -15.5, 6.1
> Cc1ccc(N(CCC#N)C(=O)CSc2ccc3c(c2)OCCO3)cc1
 : 2.7, 0.3, -3.6, 12.9, 1.09, 0.997, -3.5, -8.9
> CSCCC(NS(=O)(=O)c1ccccc1F)C(=O)OCc1ccccc1Cl (stereo not given)
 : -3.1, 2.9, -4.0, -5.3, 0.956, 0.971, 10.0, 4.4
> COC(=O)c1ccccc1S(=O)(=O)NNC(=O)C12CC3CC(CC(C3)C1)C2
 : -3.4, 0.1, 1.6, -16.8, 1.14, 0.999, -0.2, -14.4
> CCC(C)(C(=O)NC1CCCC1)N(Cc1cccs1)C(=O)c1ccccn1 (stereo not given)
 : 4.6, 3.2, -2.1, -6.7, 0.981, 0.968, -0.9, 1.9
> CC(C)Cn1c(=O)c(C(=O)NCc2ccc3c(c2)OCO3)c(O)c2ccccc21
 : -4.6, 6.5, 1.8, -5.9, 1.14, 0.935, -3.2, -14.4
> COc1ccc(C(C(=O)OCCN(C)C)c2ccccc2)cc1 (stereo not given)
 : 0.5, 5.1, -3.6, 3.3, 0.988, 0.949, -4.2, 1.2
> CCCn1c(SC/C(O)=C(\C#N)c2nc3ccccc3[nH]2)n[nH]c1=O
 : -2.7, 10.6, -8.9, 18.5, 1.15, 0.894, -8.8, -15.2
> COc1ccccc1NC(=O)CCn1c(=O)sc2ccccc21
 : -2.1, 5.3, -5.8, -10.5, 0.844, 0.947, -4.9, 15.6
> CCOc1ccc(CCNC(=O)c2c(C)noc2C)cc1OCC
 : 1.5, 1.6, -12.7, 2.7, 1.08, 0.984, -10.8, -8.3
> CCOC(=O)c1cnc2ccc(F)cc2c1Nc1ccc2c(c1)OCCO2
 : -3.1, 5.1, 3.4, 9.7, 0.875, 0.949, -8.0, 12.5
> COC(=O)CC/C(C)=N\Nc1ccc([N+](=O)[O-])cc1[N+](=O)[O-]
 : 10.8, 5.6, -11.2, -2.9, 0.995, 0.944, -6.5, 0.5
> O=C(CSCC(=O)NCc1ccco1)NCc1ccco1
 : -0.3, 8.0, -4.3, -15.3, 1.03, 0.92, -4.6, -3.1
> COC(=O)c1ccc(-n2c(C)cc(C(=O)COC(=O)C3=COCCO3)c2C)cc1
 : -4.0, 5.7, 1.7, 10.0, 0.935, 0.943, -3.7, 6.5
> COc1cc(F)ccc1CN1CCC(C(=O)Nc2ccc(Oc3ccccc3)nc2)CC1
 : -1.8, -52.6, -3.7, -1.8, 1.37, 1.53, -5.1, -37.0
> CCCNC(=O)C(Cc1ccc(F)cc1)NC(=O)c1ccccc1 (stereo not given)
 : 3.8, -2.5, 2.1, 10.6, 1.04, 1.02, 2.5, -3.7
> COc1ccccc1NC(=O)c1cnc(SC)nc1
 : -4.9, 1.5, -4.0, 1.5, 1.12, 0.985, 0.5, -12.3
> CCN(CC)c1ccc(/C=N/N2CCN(Cc3ccccc3Cl)CC2)c(O)c1
 : -2.7, -1.7, -1.9, 24.9, 1.15, 1.02, 5.7, -15.2
